MEP2-GFP yeast = modulators of MEP2-GFP levels in yeast, primary screen, S. cerevisiae, multiplex flow cytometry, MLPCN library; S. cerevisiae MEP2-GFP strain, 3 h; 100% = DMSO control level; GFP response vs DMSO, % at 10 µM; AID 2016, 2009; 330,000 compounds, 0.51% hits;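 active = GFP response versus DMSO above a set limit, roughly screen mean plus 3 SD, cut at about 180% in these data; inconclusive = fewer than 70 cells counted for a yeast strain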;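 note: median GFP fluorescence of the barcode-gated MEP2-GFP cells per well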
Yeast superoxide = reduction of superoxide in aged yeast, primary screen, HTS; S. cerevisiae aged cells, superoxide DHE fluorescence; active compounds read low; AID 2690, 2010; 330,000 compounds, 0.18% hits; superoxide response (% of plate mean), % at 10 µM;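 active = superoxide response under a set limit, about three screen SD below normal, cut at about 65% in these data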;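 note: yeast aged for seven days with compound at 30 °C before DHE staining; 100% = average MFI of all compound-treated wells on the plate with controls excluded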
LAP4 TOR yeast = modulators of LAP4-GFP expression in yeast, primary screen, S. cerevisiae, multiplex flow cytometry, MLPCN library | 3 h; median GFP as percent of DMSO wells | 320,000 compounds, 0.34% hits | AID 2023, 2009 | GFP response vs DMSO, % at 10 µM;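 active = GFP response vs DMSO above a set limit, about the screen mean plus 3 SD, cut at about 150% in these data; inconclusive = under 70 cell events counted for the yeast strain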
CIT2 TOR yeast = modulators of CIT2-GFP expression in yeast, primary screen, S. cerevisiae, GFP fusion, multiplex flow cytometry, MLPCN library. S. cerevisiae CIT2-GFP strain, 3 h; 100 means same as DMSO wells. GFP response vs DMSO, % at 10 µM. 320,000 compounds, 0.065% hits. AID 2029, 2009;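 active = GFP response relative to DMSO above a set limit, near the screen mean plus 3 SD, cut at about 150% in these data; inconclusive = Fewer than 70 cells measured for a yeast strain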;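 note: ratio of well median GFP fluorescence to mean of DMSO wells on the plate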
AHR activator = AHR activators, primary screen, cell-based, luminescence, luciferase reporter, human. Aryl hydrocarbon receptor (Homo sapiens), P35869. AHR-responsive luciferase reporter cells. activation, % at 5 µM. 320,000 compounds, 2.5% hits; in the data active = activation above about 47%;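 note: 0% = vehicle wells and 100% = reference agonist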
Target sequence (P35869 whole entry, looked up): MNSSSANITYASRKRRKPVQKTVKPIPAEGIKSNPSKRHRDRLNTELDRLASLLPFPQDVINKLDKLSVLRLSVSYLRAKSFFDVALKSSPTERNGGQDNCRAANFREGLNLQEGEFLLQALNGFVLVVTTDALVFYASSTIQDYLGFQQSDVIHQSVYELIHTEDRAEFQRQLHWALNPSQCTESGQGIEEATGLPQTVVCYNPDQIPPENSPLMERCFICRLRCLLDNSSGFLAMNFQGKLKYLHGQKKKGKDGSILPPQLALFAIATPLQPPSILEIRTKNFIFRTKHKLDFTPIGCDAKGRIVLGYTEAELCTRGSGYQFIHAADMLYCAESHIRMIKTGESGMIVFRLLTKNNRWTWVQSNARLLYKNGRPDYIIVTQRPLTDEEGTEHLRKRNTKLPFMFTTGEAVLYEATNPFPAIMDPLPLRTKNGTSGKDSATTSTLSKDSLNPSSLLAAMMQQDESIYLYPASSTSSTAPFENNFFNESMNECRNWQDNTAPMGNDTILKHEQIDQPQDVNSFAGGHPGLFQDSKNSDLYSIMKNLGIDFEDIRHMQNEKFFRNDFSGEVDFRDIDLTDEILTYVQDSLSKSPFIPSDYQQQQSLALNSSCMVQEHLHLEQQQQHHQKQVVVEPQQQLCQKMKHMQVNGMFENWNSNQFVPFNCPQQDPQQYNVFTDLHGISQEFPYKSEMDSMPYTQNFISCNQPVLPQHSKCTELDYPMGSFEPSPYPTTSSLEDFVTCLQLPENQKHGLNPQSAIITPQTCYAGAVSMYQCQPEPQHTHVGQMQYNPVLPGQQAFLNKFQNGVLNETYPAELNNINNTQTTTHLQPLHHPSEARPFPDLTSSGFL
RPL19A-GFP yeast = RPL19A-GFP expression modulators in yeast, primary screen, cell-based, S. cerevisiae, multiplex flow cytometry, MLPCN; 330,000 compounds, 0.3% hits; percent response vs DMSO, % at 10 µM; S. cerevisiae RPL19A-GFP strain, 3 h; active compounds read low; AID 2025, 2009;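 active = percent response vs DMSO below 50%; inconclusive = fewer than 70 events counted for the yeast strain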;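 note: median channel GFP fluorescence of the barcoded RPL19A-GFP strain; ratio of sample median GFP to plate DMSO average so 100% = DMSO; lower means less RPL19A-GFP as with rapamycin TOR inhibition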
AGP1 TOR yeast = modulators of AGP1-GFP expression in yeast TOR pathway, primary screen, cell-based, multiplex flow cytometry, S. cerevisiae, MLPCN library | 3 h; GFP as percent of DMSO wells | GFP response vs DMSO, % at 10 µM | 320,000 compounds, 0.02% hits;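 active = GFP response relative to DMSO above a set limit, near screen average plus 3 SD, cut at about 150% in these data; inconclusive = fewer than 70 cells counted for the yeast strain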;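 note: median GFP channel fluorescence of the gated AGP1 strain per well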
Efflux pump mplx = inhibitors of Candida efflux pumps in yeast, primary screen, S. cerevisiae, Nile Red, multiplex; 330,000 compounds, 0.44% hits; S. cerevisiae Candida pump triplex; inhibition, % at 10 µM; AID 485275, 2010;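 active = plate passing quality check with inhibition over a set limit, or well fluorescence over plate mean plus 4 SD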;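 note: Nile Red retained in pooled yeast measured as flow cytometry median fluorescence; 0% = buffer negative control and 100% = Enniatin B positive control; higher means more Nile Red kept so more efflux inhibition; some compounds called inactive have numbers as strong as hits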
* hit, by the source's call; ? = inconclusive; nt = not tested or not shown; [ ] = dose if it differs, or a comment.

Values run as follows: MEP2-GFP yeast, Yeast superoxide, LAP4 TOR yeast, CIT2 TOR yeast, AHR activator, RPL19A-GFP yeast, AGP1 TOR yeast, Efflux pump mplx
1	O=[N+]([O-])c1ccc(-n2nnnc2-c2ccccc2)cc1
→ 86[may fluoresce red], 100, ?, 98[may fluoresce red], 1, ?, 88[may fluoresce red], -0.1
2	COC(=O)c1ccc(CSc2nc3ccccc3c(=O)n2CC(C)C)o1
→ 106, 106, 103, 103, 1, 98, 99, 0.0
3	COc1ccc(NS(=O)(=O)c2ccc(C)c(NC(=O)NC3CCCCC3)c2)cc1
→ 105, 100, 94, 102, 6, 107, 104, -0.1
4	Cc1cc(N2CCN(C)CC2)nc2ccc(NC(=S)NCCCN3CCc4ccccc4C3)cc12
→ 95, 94, 102, 99, 0, 97, 106, -0.2
5	COC(=O)c1cc2ccccc2c(-c2c(OC)c(C(=O)OC)cc3ccccc23)c1OC
→ 87, 85, 95, 89, 0, 93, 90, -0.1
6	CCN(CC)c1ccc(NC(=O)c2c(C)noc2C)cc1
→ 99, 94, 104, 105, 20, 95, 98, -2.2
7	Cc1ccc(NC(=O)C2CCCN(C(=O)c3ccc(Cl)cc3)C2)cc1 (stereo not drawn)
→ 103, 90, 105, 98, -1, 97, 103, -0.1
8	Cc1nc(-c2ccc(Cl)cc2)sc1C1(C)CC(c2ccc(Br)cc2)=NO1 (stereo not drawn)
→ 102, 98, 98, 94, 3, 94, 95, 0.0
9	CC(=O)N1CCN(c2cccc(C)c2C)CC1
→ 98, 102, 99, 105, -1, 100, 99, 0.1
10	COc1ccc(COC[C@H](C)[C@H](O)[C@@H](C)[C@H]2OC(=O)[C@@H]2C)cc1
→ 95, 106, 102, 88, 0, 102, 87, 0.0
11	COc1ccc(CNC(=O)CNC(=O)c2ccc(Br)o2)cc1OC
→ 99, 94, 94, 100, 5, 99, 98, -0.2
12	COc1ccc(OC)c(NC(=O)NC2CCCCCCC2)c1
→ 103, 106, 78, 99, nt, 120, 94, 0.0
13	COC(=O)[C@H](CC(C)C)NC(=O)N1CCCCC1
→ 101, 113, 103, 96, -1, 104, 106, 0.1
14	COc1ccc2c(c1OC)C(=O)N1N=C(c3ccc(Br)cc3)CC21 (stereo not drawn)
→ 96, 109, 95, 86, 29, 91, 95, 0.1
15	O=C(NC1CCCCC1)c1cccnc1Sc1ccccc1Cl
→ 116, 101, 102, 103, 0, 106, 101, -0.1
16	CCOC(=O)C1(CCSC)NC(c2ccco2)C2C(=O)N(C)C(=O)C21 (stereo not drawn)
→ 103, 96, 89, 104, 0, 100, 104, 0.0
17	CCn1ccnc1[C@@H]1C[C@H]2CN(c3ccccc3OC)C(=O)[C@]23CCCN13
→ 105, 99, 105, 106, 3, 97, 109, 0.0
18	O=C(NCc1ccccn1)C(=O)NCC1OCCN1C(=O)c1ccc(Cl)cc1 (stereo not drawn)
→ 95, 104, 83, 101, -2, 94, 89, -2.8
19	CSc1ccccc1NS(=O)(=O)c1cccc2nonc12
→ 97, 96, 100, 99, 16, 97, 99, -0.1
20	CCC(C)NC(=O)c1c(F)c(F)c(F)c(F)c1F (stereo not drawn)
→ 101, 106, 98, 104, 2, 104, 112, 0.0
21	O=C(CN1CCCCCC1=O)OCc1ncc(-c2ccccc2)o1
→ 97, 105, 102, 88, 0, 93, 100, 0.2
22	COc1cccc(C2C(C(=O)c3sc(C)nc3C)=C(O)C(=O)N2CCN2CCOCC2)c1OC (stereo not drawn)
→ 120, 84, 100, 104, 1, 103, 102, -0.2
23	Nc1n[nH]c(-c2ccccc2)c1-c1ccccc1
→ 102, 113, 104, 102, 2, 101, 105, -0.1
24	O=C(O)C(c1ccccc1)C(c1ccccc1)c1ccccc1 (stereo not drawn)
→ 111, 95, 94, 110, -4, 109, 102, 0.0
25	CCCC(=O)NNC(=O)CCC(=O)NCc1ccccc1
→ 106, 106, 108, 103, -2, 102, nt, 0.0
26	COc1ccc(CCC(=O)NCc2cccc(C(F)(F)F)c2)cc1
→ 106, 119, 99, 100, 0, 103, 108, -0.1
27	Cc1ccc2nc(NC(=O)c3cccs3)sc2c1
→ 101, 89, 107, 97, 64*, 106, 97, -0.2
28	CC(=O)C1=C(O)C(=O)N(c2ccc(Br)cn2)C1c1cccc([N+](=O)[O-])c1 (stereo not drawn)
→ 102, 103, 109, 103, 1, 99, 99, -0.1
29	O=C1c2cccc(OCC(=O)N3N=C(c4cccs4)CC3c3ccc(F)cc3)c2CCN1Cc1ccccc1 (stereo not drawn)
→ 102, 88, 91, 89, 4, 97, 91, 0.9
30	O=C(NCCn1cc(SCC(=O)N2CCOCC2)c2ccccc21)c1ccccc1
→ 107, 90, 106, 124, -1, 98, 110, 0.0
31	CC(C)NC(=O)Nc1ccc2c(c1)C(=O)N([C@H](C)CO)C[C@H](C)[C@@H](CN(C)C(=O)Nc1ccc3c(c1)OCO3)O2
→ 92, 100, 95, 99, 0, 93, 96, -0.2
32	S=c1[nH]ccn1-c1ccc(Cl)cc1
→ 94, 112, 96, 100, 0, 99, 98, -0.1
33	COc1ccc(C2=CC(=O)CC(C)(C)C2)cc1
→ 87, 90, 104, 98, 0, 94, 88, -0.2
34	CC(C)c1nnc(NC(=O)COc2ccc3c(c2)OCO3)s1
→ 113, 102, 104, 99, 38, 102, 102, 0.1
35	COc1ccc(NC(=O)[C@@H]2CC=C[C@@H]3CCN(Cc4ccccc4)C(=O)[C@@H]32)cc1
→ 93, 117, 123, 100, 16, 101, 87, -0.2
36	O=C(Cc1noc2ccccc12)NNC(=S)Nc1ccccc1
→ 106, 91, 94, 97, 8, 103, 97, 0.1
37	c1ccc(N2CCCCC2)c(Nc2nc3ccccc3n3cnnc23)c1
→ 106, 108, 103, 98, 7, 100, 99, 0.2
38	CCCC(=O)N1CCCC(C(=O)c2cccc(OC(C)C)c2)C1 (stereo not drawn)
→ 103, 88, 93, 104, 14, 103, 97, 0.0
39	O=C(NNC(=S)NC(=O)c1cccnc1)c1ccccc1
→ 100, 97, 103, 104, 0, 99, 98, -0.1
40	Cn1nc(C(C)(C)C)cc1C(=O)NN1CCOCC1
→ 99, 101, 110, 93, -1, 101, 102, -0.2
41	Cc1cc(C(=O)NC(C)CCC(C)C)c2ccccc2n1 (stereo not drawn)
→ 105, 95, 99, 103, 4, 103, 101, 0.0
42	CCCCCCC(=O)NN1CCN(C)CC1
→ 98, 138, 102, 100, 0, 102, 102, 0.0
43	COCC(C)NC(=O)c1nn(Cc2ccccc2)c(=O)c2ccccc12 (stereo not drawn)
→ 107, 96, 100, 100, -2, 105, 99, 0.0
44	O=C(NCCc1nc2ccccc2[nH]1)/C(=C/c1ccc2c(c1)OCO2)NC(=O)c1ccc(Cl)cc1Cl
→ 95, 103, 92, 99, 18, 100, 97, -0.4
45	O=C1[C@H]2[C@@H](c3ccc(Cl)cc3)N3C(=O)N(c4cccc(Cl)c4)C(=O)[C@@]3(Cc3ccccc3)[C@H]2C(=O)N1C1CCCCC1
→ 90, 105, 128, 71, -3, 94, 77, 0.1
46	CCOC(=O)c1ccc(NS(=O)(=O)c2ccc3c(c2)CCCN3C(C)=O)cc1
→ 108, 103, 105, 106, -2, 101, 102, 0.1
47	Cc1noc(C)c1COC(=O)COc1ccc(C#N)cc1
→ 87, 96, 97, 82, 0, 89, 93, 0.0
48	O=C1c2cccc3c(O)ccc(c23)C(=O)N1c1ccc(Cl)cc1
→ 103, 116, 93, 112, 10, 111, 105, 0.0
49	COc1ccc(C(=O)COC(=O)CCNS(=O)(=O)c2ccc(NC(C)=O)cc2)c(OC)c1
→ 106, 88, 105, 95, 2, 99, 106, 0.1
50	O=C1CCC(NC(=O)c2ccccc2)C(=O)N1 (stereo not drawn)
→ 102, 102, 83, 100, nt, 107, 91, 0.0
51	O=C(CN(CC1CCCO1)C(=O)CNS(=O)(=O)c1ccccc1)NCc1ccccc1 (stereo not drawn)
→ 111, 94, 103, 112, 1, 96, 102, 0.0
52	Cc1cc(C)nc(N/C(=N\S(=O)(=O)Cc2ccccc2)Nc2ccc(F)c(Cl)c2)n1
→ 111, 97, 98, 101, 1, 104, 107, 0.1
53	O=C(CCC(F)(F)F)N1CCCC(CO)(CCc2ccccc2)C1 (stereo not drawn)
→ 96, 105, 95, 97, 0, 101, 104, 0.0
54	O=C(N/C(=C/c1ccc(Cl)cc1)C(=O)N1CCCCC1)c1ccco1
→ 96, 99, 78, 104, 3, 105, 100, -0.2
55	COc1ccc2cc(C)c3nnc(SCC(=O)Nc4nc(-c5ccccc5)cs4)n3c2c1
→ 99, 104, 92, 91, 3, 96, 96, 0.4
56	CCOc1ccccc1NC(=O)c1cc(SC)ccc1Cl
→ 73, 91, 106, 91, 72*, 89, 82, -0.1
57	CCOc1ccccc1NC(=O)CCNC(=O)Cn1ccc2ccccc2c1=O
→ 158, 117, 148, 122, 1, 97, 130, 0.1
58	O=C(Nc1ccc2c(c1)oc1ccc(S(=O)(=O)N3CCCC3)cc12)C1CC1
→ 100, 87, 95, 97, -6, 100, 104, 0.1
59	Cc1ccc(Cl)cc1Nc1nc(-c2sc(NC(=O)c3cccc(Cl)c3)nc2C)cs1
→ 99, 97, 100, 102, 27, 107, 108, 0.0
60	CN(Cc1ccccc1)C1=CC(=[N+]2CCCC2)CC(C)(C)C1
→ 88, 84, 87, 72, -7, 94, 96, 0.1

(list continues)
Values run as follows: MEP2-GFP yeast, Yeast superoxide, LAP4 TOR yeast, CIT2 TOR yeast, AHR activator, RPL19A-GFP yeast, AGP1 TOR yeast, Efflux pump mplx
61	COc1ccc(NC(=O)CSc2nnc(Cc3ccccc3)c(=O)n2N)cc1OC
→ 110, 99, 103, 98, 1, 98, 98, 0.2
62	Cc1c(NC(=O)c2cc(=O)[nH]c(=O)[nH]2)c(=O)n(-c2ccccc2)n1C
→ 107, 88, 96, 105, 0, 103, 103, -0.1
63	CC1=CCC2COC(c3ccc[n+](Cc4ccccc4)c3)C1C2 (stereo not drawn)
→ 106, 91, 98, 104, 1, 98, 93, 0.0
64	CCC(C(=O)NCC1CCCO1)N(Cc1ccccc1)C(=O)CNS(=O)(=O)c1ccccc1 (stereo not drawn)
→ 100, 101, 94, 94, -1, 93, 90, 0.2
65	COc1ccc(Nc2nc3ccccc3n3nnnc23)cc1
→ 108, 96, 110, 102, 99*, 101, 104, -0.1
